Screening data (PubChem BioAssay)
LGR2 inh = inhibitors of bursicon-induced LGR2 CRE-luciferase signal, primary screen, cell-based, HEK293, CRE-luciferase reporter, bursicon stimulation | Drosophila bursicon receptor LGR2 (rickets) | bursicon-stimulated, 4 h | inhibition, % at 9.99 µM | hit rate 0.35% among 380,000 | AID 720647, 2013;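 active means drop in luminescence signal, shown as inhibition above about 50% in the replicate tests, limit read from the data, passing the limit was not always enough; inconclusive means probably only some replicates passing the limit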;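 further: agonist challenge used bursicon conditioned medium at about half maximal strength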
miR122 inh = miR-122 Renilla sensor signal increase in Huh7, primary screen, miR-122 inhibitor project, cell-based, single point, plate reader; Huh7 miR-122 Renilla luciferase sensor, 48 h; neutral wells = 0, positive control = 100; activation (reporter increase), % at 12.5 µM; hit rate 0.3% among 340,000;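 active means mean replicate activation score at least 90 and every replicate individually at or above 90; inconclusive means only one of the two criteria met; inactive means neither criterion met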;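 further: higher luciferase means less miR-122 activity so hits act as miR-122 inhibitors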
PGC1a acetyl inh = inhibitors of PGC1a acetylation signal, primary screen, cell-based, U2OS, AlphaScreen, inhibitor mode. AlphaScreen anti-acetyl-lysine; with virally co-expressed GCN5 acetyltransferase. inhibition, % at 15.6 µM. hit rate 0.17% among 350,000;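 active means every replicate shows inhibition of at least 40%; inconclusive means mean inhibition at least 40% but some replicate below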;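 further: 0% = neutral control wells and 100% = positive control wells; some results beyond the cut were filed as inactive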
Cneo AK release = Cryptococcus neoformans cell lysis inducers, primary screen, AK release luminescence, single concentration; lysis activity, % at 15 µM; hit rate 0.2% among 360,000; C. neoformans lysis, adenylate kinase release luminescence, 4 h; normalised: neutral wells 0, clomiphene wells 100;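 active means mean lysis activity across replicates of at least 80%, whatever share of replicates individually reach that level; inactive means mean lysis activity below 80%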
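Material – log-phase Cryptococcus neoformans yeast cells · Input – 5 × 10^6 yeast cells/mL · Medium – fresh YPD growth medium · Doses – single compound concentration per well · Timing – static 4 h at 37 °C with compound, 1 h detection · Detection – adenylate kinase release luminescence · Read-out – signal increase indicating cell lysis · Control set – Clomiphene as positive lysis control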
EWS-Fli block = EWS/Fli-driven NR0B1 reporter inhibitors, primary screen, A673 cells, NR0B1 luciferase, luminescence, MLPCN library; viability-normalised; inhibition, % at 12.6 µM; hit rate 0.67% among 350,000;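 active means mean inhibition of at least 50% after viability correction, with every replicate also passing that limit; inconclusive means mean reaches 50% but only one of two replicates passes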;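 further: firefly luciferase signal divided by Alamar Blue viability fluorescence both relative to DMSO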
CASP6 VEID inh = human caspase-6 inhibitors, primary screen, biochemical, VEID-R110 fluorescence, single point, set 2; hit rate 0.53% among 350,000; P55212; inhibition, % at 12.5 µM; purified caspase-6, Z-VEID-R110 cleavage fluorescence; AID 686996, 2013;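 active means mean inhibition across replicates at least about 35%, with every replicate also reaching that limit, limit read from the data; inconclusive means only one of the two criteria met; inactive means neither criterion met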;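 further: 0% = median of neutral control wells and 100% = no fluorescence left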
Target sequence (P55212 24-179 limits assumed): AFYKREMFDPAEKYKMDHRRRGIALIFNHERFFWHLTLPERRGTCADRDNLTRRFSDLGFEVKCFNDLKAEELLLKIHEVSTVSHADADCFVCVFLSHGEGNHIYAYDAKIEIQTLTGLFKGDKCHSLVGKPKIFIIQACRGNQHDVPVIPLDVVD
Target sequence (P55212 194-293 limits assumed): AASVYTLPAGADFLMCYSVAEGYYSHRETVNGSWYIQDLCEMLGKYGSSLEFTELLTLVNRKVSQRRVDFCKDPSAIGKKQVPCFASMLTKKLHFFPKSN
FN deposition inh = inhibitors of fibronectin matrix deposition, primary screen, AH1F cells, Alexa488-fibronectin fluorescence, plate reader. AID 743247, 2014. AH1F fibroblasts, overnight. inhibition, % at 12.6 µM. hit rate 0.086% among 350,000;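 active means mean inhibition across replicates of 30% or more, regardless of how many single replicates reach that level; inconclusive means mean under 30% yet at least half of replicates reach 30%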;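 further: positive control wells lacked labelled fibronectin entirely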
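Test system: AH1F fibroblast monolayer depositing Alexa488-labelled fibronectin into matrix. Input: 10000 cells per well. Technique: fluorescence, ex 485 nm, em 525 nm. Buffer or medium: DMEM plus 2% serum, read in PBS. Timing: 1 h cell adhesion before compound, then overnight fibronectin incubation. Compound: single dose, pinned. Read-out basis: inhibition from reduced deposited-fibronectin fluorescence.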
PAX8 reporter = inhibitors of PAX8-driven TPO luciferase reporter, primary screen, RMG-I cells, single concentration; SteadyGlo, 24 h; inhibition, % at 12.6 µM; hit rate 1.2% among 360,000;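 active means mean replicate inhibition at least 60% with every replicate also reaching 60%; inconclusive means only one of the two criteria is met; inactive means mean below 60% and not all replicates reaching 60%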;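 further: luciferase light reporting Pax8 driven TPO promoter activity; plate controls were median of neutral control wells for no effect and mitoxantrone controls for full effect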
An asterisk follows results filed as active; ? = inconclusive; nt = no result given; [ ] = another dose, or the depositor's remark. Hits appear at their usual frequency; overall some 2.5% were active at least once.

SMILES	LGR2 inh	miR122 inh	PGC1a acetyl inh	Cneo AK release	EWS-Fli block	CASP6 VEID inh	FN deposition inh	PAX8 reporter
CC(C)(C)S(=O)(=O)N1C[C@H]2C(=C(CCO)C[C@H]3C(=O)N(c4ccccc4)C(=O)[C@H]32)[C@@H]1CCO	-8.1	nt	nt	nt	-0.8	-4.6	1.6	11.8
CC(=O)c1cc(CN2C(=O)CCC2=O)cs1	4.4	-3.8	nt	0.1	6.4	1.6	nt	nt
C[C@@H]1CN([C@@H](C)CO)C(=O)c2cc(-c3ccccc3F)cnc2O[C@@H]1CN(C)Cc1ccccc1	-2.6	13.1[16.7 µM]	-2.5	5.7	-4.9	0.1	-5.8	nt
O=C(CNC(=O)c1ccccc1Cl)c1ccccc1	-28.1	-3.6	nt	-1.5	-45.3	5.0	-1.5	-43.7
C/C(=N\NC(=O)c1ccccc1F)c1ccc(C#N)cc1	-68.3	nt	nt	nt	-79.0	-1.2	-3.2	-24.6
C[C@@H]1CN([C@H](C)CO)C(=O)Cc2cc(NC(=O)C3CCCCC3)ccc2O[C@@H]1CN(C)S(=O)(=O)c1ccccc1	-7.6	-9.4[16.7 µM]	1.9	4.0	-13.6	2.5	nt	nt
O=C(c1cnn2ccccc12)N1CCN(C2CCCCC2)CC1	-5.0	-2.8	8.7	-2.7	-22.7	-0.9	4.2	-19.6
O=c1ccn([C@@H]2O[C@H](CNCc3ccc(-n4cccn4)cc3)[C@@H](O)[C@H]2O)c(=O)[nH]1	2.6	-0.1	-8.3	6.9	-4.8	13.2	3.4	-22.3
C[C@@H]1CN([C@@H](C)CO)C(=O)c2cc(NC(=O)c3ccncc3)ccc2O[C@@H](C)CCCCO[C@H]1CN(C)C(=O)Nc1ccc(C(F)(F)F)cc1	1.9	18.8[16.7 µM]	14.5	-11.8	0.3	1.7	20.4	3.7
CNC(=O)CSc1nc(N)c2c3c(sc2n1)CCC3	nt	-0.9	-12.7	-4.6	nt	nt	-10.4	nt
CSc1nc(=NC(C)=O)ss1	nt	-3.0	-11.1	-1.2	nt	nt	-4.6	2.6
O=C(Nc1ccc(N2CCCC2)c(Cl)c1)c1ccccc1[N+](=O)[O-]	-2.7	nt	nt	nt	-3.1	0.1	nt	8.1
Cc1ccc(C)c(S(=O)(=O)N2CCN(C(=O)Cn3c(=O)cnc4ccccc43)CC2)c1	-4.9	nt	nt	1.8	2.4	4.5	nt	0.2
COc1cccc(C(=O)N=c2sc3cc(S(C)(=O)=O)ccc3n2C)c1	-18.6	-5.5	-3.7	nt	-136.0	-6.2	nt	-105.2
O=C(CS(=O)(=O)c1ccccc1)Nc1cccnc1	7.2	nt	-0.9	nt	-9.9	0.2	-4.3	1.7
O=C(/C=C/c1ccc(Cl)cc1Cl)NCc1ccco1	nt	-9.8	2.3	-2.1	nt	nt	3.6	-143.1
N#C[C@H]1[C@@H](c2ccc(-c3cccc(F)c3)cc2)[C@@H](CO)N1c1nc(-c2ccccc2)cs1	17.8	nt	0.8	-0.8	-7.2	-2.1	6.0	-2.1
CSc1ccc(/C=C(\NC(=O)c2ccco2)C(=O)N2CCCCC2)cc1	0.1	nt	nt	1.3	6.3	0.3	nt	7.2
C[C@@H]1CN([C@@H](C)CO)C(=O)c2cccc(NS(=O)(=O)c3ccc(Cl)cc3)c2O[C@@H]1CN(C)C(=O)Nc1ccccc1	-3.4	12.7[16.7 µM]	-9.2	2.2	-21.3	0.9	nt	-4.9
C=CCSC1=N[C@@]2(COCc3ccc(OC)cc3)Oc3ccccc3[C@H]([C@H]2CO[Si](C)(C)C(C)(C)C)N1C(=O)c1ccccc1	nt	nt	3.7	2.1	0.1	-0.8	nt	2.2
O=C(Nc1nccs1)c1ccc(Cl)c([N+](=O)[O-])c1	nt	3.1	nt	-0.1	-13.6	-3.4	-0.3	-7.9
COc1ccc(S(=O)(=O)N(CC(=O)NN=C2CCN(C)CC2)c2cc(Cl)ccc2OC)cc1OC	-3.6	nt	nt	0.1	-1.9	-9.0	-4.2	5.0
N#CC(=C=[N-])/C=C(\C(=O)c1ccccc1)[n+]1ccccc1	10.3	nt	nt	nt	5.7	0.3	-2.1	3.9
C[C@@H]1CCCCO[C@H](CN(C)Cc2ccc3c(c2)OCO3)[C@H](C)CN([C@@H](C)CO)C(=O)c2cc(NC(=O)Nc3ccc(C(F)(F)F)cc3)ccc2O1	13.1	-24.0[16.7 µM]	-5.9	50.4	75.4*	-2.6	-3.3	62.6*
Nc1ccccc1C(=O)Nc1cccc(C(=O)O)c1	?	-1.0	10.8	-3.3	1.6	1.7	nt	nt
CC(=O)NCCNc1nc2cc(-c3ccccc3)sc2c(=O)n1C	-10.9	6.6	nt	0.4	-8.1	3.4	-4.7	0.9
COc1ccccc1-n1c(SCC(=O)O)nc2c(sc(=S)n2-c2ccc(Cl)c(C)c2)c1=O	7.1	-9.4	0.1	-0.3	-35.6	3.2	3.9	5.7
O=C(Nc1ccc(F)cc1)N1CC(=O)N2[C@H](CO)[C@H](c3ccc(-c4ccccc4)cc3)[C@@H]2C1	-8.2	nt	0.1	nt	-2.6	4.3	-11.1	6.9
CCCCn1c(N)c(N(CC(C)C)C(=O)c2c(-c3ccccc3)noc2C)c(=O)[nH]c1=O	-7.7	-1.1	-2.8	1.1	4.0	1.0	4.5	3.6
COc1ccc(NC(=O)Nc2ccc3c(c2)[C@@H]2C[C@@H](CC(=O)O)O[C@H](CO)[C@@H]2O3)cc1	-8.1	nt	9.5	nt	nt	6.5	nt	-13.0
O=C(NCc1cccnc1)c1csc([C@@H]2C[C@H](O)[C@@H](CO)O2)n1	7.7	-4.7	-5.6	-0.5	-6.5	1.3	5.0	-17.3
COCC(=O)Nc1ccc2c(c1)OC[C@@H](C)N(Cc1ccccn1)C[C@H](C)[C@@H](OC)CN(C)C2=O	-9.5	nt	1.0	0.9	-5.4	-0.3	2.4	10.4
Cc1ccc(S(=O)(=O)N[C@H]2C=C[C@H](CC(=O)NCc3ccccc3F)O[C@@H]2CO)cc1	7.2	3.9[16.7 µM]	-6.7	-1.7	-1.6	-1.7	nt	-5.0
CN1CCN(C(=O)C[C@@H]2C=C[C@@H](NC(=O)c3ccc4c(c3)OCO4)[C@@H](CO)O2)CC1	15.7	nt	-2.7	1.2	7.6	-0.3	-2.2	1.3
Cc1nc(NC(=O)CSc2nc3cccnc3n2Cc2ccccc2)sc1C	nt	0.5	-8.7	-1.2	nt	nt	-14.8	19.6
COc1cc2c(cc1OC)CN(C(=O)c1cc(C3CC3)nn1-c1ccccc1)CC2	7.6	-2.7	0.8	-2.7	6.4	8.1	-1.4	7.6
O=C(NCc1ccccc1)c1cccnc1Sc1ccccc1	-17.4	5.5	-7.3	-0.1	-15.2	-4.5	-1.2	0.5
O=C(CSc1nc(C(F)(F)F)cc(=O)[nH]1)N1CCCCCC1	-4.9	nt	nt	-0.2	3.9	-2.0	2.4	-2.0
COc1cccc(NC(=O)N[C@H]2CC[C@@H](CC(=O)Nc3ccccc3)O[C@H]2CO)c1	4.7	nt	-4.3	2.8	-1.1	0.4	4.2	15.6
O=C1CCC([N+](=O)[O-])C(c2ccc(Cl)cc2Cl)N1 (configuration not stated)	-3.8	-4.6	3.7	0.7	nt	nt	nt	nt
COc1ccc(C2=NOC(Cn3nc(-c4ccccc4C)cc3C(=O)O)C2)cc1 (configuration not stated)	-7.2	-0.6	nt	-1.7	0.8	2.7	14.2	-12.6
COc1ccc(NC(=O)C2=CC(c3ccco3)=NS(=O)(=O)N2C)cc1	5.0	6.6	11.1	-1.1	-7.0	-2.8	-15.3	1.2
COc1ccccc1CNC(=O)CN1CCC(NC(=O)c2ccccc2F)CC1	nt	-8.4	4.1	0.3	nt	nt	-2.2	8.5
CCCCCOC(=O)C1=C(C)Nc2nnnn2C1c1ccc(OC)c(OC)c1OC (configuration not stated)	11.6	-0.9	-16.5	2.2	14.8	1.8	nt	nt
COc1ccc(C(=O)OCC(=O)NCc2ccc3c(c2)OCO3)cc1[N+](=O)[O-]	6.3	2.6	?	-2.1	nt	nt	2.7	14.6

An excerpt of these results, as comma-separated lines.
SMILES,LGR2 inh,miR122 inh,PGC1a acetyl inh,Cneo AK release,EWS-Fli block,CASP6 VEID inh,FN deposition inh,PAX8 reporter
N#C[C@H]1[C@@H](c2ccc(-c3cccc(F)c3)cc2)[C@@H](CO)N1c1nc(-c2ccccc2)cs1,17.8,nt,0.8,-0.8,-7.2,-2.1,6.0,-2.1
CSc1ccc(/C=C(\NC(=O)c2ccco2)C(=O)N2CCCCC2)cc1,0.1,nt,nt,1.3,6.3,0.3,nt,7.2

Additional compounds follow:
SMILES	LGR2 inh	miR122 inh	PGC1a acetyl inh	Cneo AK release	EWS-Fli block	CASP6 VEID inh	FN deposition inh	PAX8 reporter
O=C(C[C@@H]1C=C[C@H](NC(=O)Cc2cccnc2)[C@H](CO)O1)NCc1ccc2c(c1)OCO2	-6.6	-10.2[16.7 µM]	-9.3	-6.5	-10.2	-0.8	5.6	0.9
Cc1cc(OCc2cc(C(=O)N(C)C3CCOCC3)no2)cc(C)c1Cl	-54.6	-6.7	-1.5	-1.0	nt	3.2	-3.3	-171.3
Fc1cccc(CCN2CCNC[C@@H]2c2ccccc2)c1	-9.1	-0.3	7.4	2.1	1.1	0.2	4.0	11.9
Cc1ccc(C)c(N2N=C(C(=O)Nc3ccccc3N3CCOCC3)CCC2=O)c1	-15.2	8.8	-0.4	-0.2	7.9	3.8	1.8	16.5
O=C(C[C@@H]1C=C[C@H](NC(=O)C2CC2)[C@@H](CO)O1)NCCCN1CCOCC1	4.1	nt	-2.7	-0.7	6.1	5.7	nt	-9.0
Fc1cccc(CSc2ccc(-c3ccco3)nn2)c1	-77.6	-2.5	-2.0	0.8	nt	nt	-7.1	-106.9
CC(C)CC#Cc1cnc2c(c1)C(=O)N([C@@H](C)CO)C[C@@H](C)[C@H](CN(C)C(=O)Cc1cccnc1)O2	3.0	-1.8[16.7 µM]	6.7	3.6	2.0	-1.7	-13.2	nt
O=C(NCc1ccco1)C1CCCN1C(=O)Nc1ccccc1 (configuration not stated)	-5.3	2.4	nt	nt	-0.7	-0.3	13.3	-2.5
C[C@@H]1CCCCO[C@H](CN(C)S(=O)(=O)c2cccs2)[C@@H](C)CN([C@@H](C)CO)C(=O)c2cc(NC(=O)Nc3ccc(C(F)(F)F)cc3)ccc2O1	9.1	3.3[16.7 µM]	14.8	2.1	15.1	1.3	nt	75.1*
O=C(N/N=C/c1ccc2nccnc2c1)c1cccc([N+](=O)[O-])c1	-5.8	nt	3.7	nt	-21.6	0.0	nt	-27.1
C[C@@H]1CN([C@@H](C)CO)C(=O)c2cc(C#CC3CC3)cnc2O[C@H]1CN(C)C(=O)c1ccncc1	6.4	-0.3[16.7 µM]	4.0	nt	-3.6	nt	nt	nt
